# SV40 large T antigen = SV40 large T antigen inhibitors, biochemical (AID 1903); SV40 large T antigen ATPase/helicase inhibition assay; higher % means a stronger effect; inhibition, % at 20 µM, or IC50 in µM where a hit was titrated; 310,000 compounds, 0.39% hits; in the data active means a potency from the dose series; inconclusive means inhibition mostly from about 32% at the one dose, without a potency; inactive means the rest, 99 in 100 with inhibition below about 32%; further: strong numbers were not always called active
# RSV CPE inhibition = RSV antiviral activity via CPE protection, HEp-2 cells, primary 10 µM value included (AID 2391) | HEp-2 cells, RSV-induced CPE inhibition; higher % means a stronger effect | CPE inhibition, % at 10 µM, or IC50 in µM where a hit was titrated | 310,000 compounds, 0.13% hits; in the data active means a potency from the dose series; inconclusive means CPE inhibition mostly from about 23% at the one dose, without a potency; inactive means the rest, 99 in 100 with CPE inhibition below about 21%; further: strong numbers were not always called active
# PMI inhibition = human PMI inhibitors, high substrate, primary screen, biochemical, fluorescence intensity, high mannose 6-phosphate (AID 1220); Mannose-6-phosphate isomerase (Homo sapiens); recombinant PMI enzyme, coupled fluorescence intensity; higher % means a stronger effect; one-dose inhibition, % at 20 µM; IC50 in µM for titrated hits; 190,000 compounds, 0.66% hits
# Insulin prom up = insulin promoter activators in MIN6 cells, imaging, high-content screening, mouse beta cells. MIN6 insulin promoter-GFP reporter; hits give high values. AID 1625, 2009. z-score at 5 µM. 190,000 compounds, 0.3% hits;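 active means z-score above 3 at 5 µM with at least 500 cells counted in the well; inconclusive means wells under 500 cells, flagged as cytotoxic or low count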
# TNAP activation fold = human TNAP enzyme activators, primary screen, biochemical, luminescent, no phosphate acceptor, uHTS (AID 1001); Alkaline phosphatase, tissue-nonspecific isozyme (Homo sapiens); purified TNAP, luminescent activation assay, no phosphate acceptor; higher activation fold means a stronger effect; activation fold at 20 µM, or EC50 in µM where a hit was titrated; 200,000 compounds, 0.03% hits; in the data active means activation fold from about 3, or a potency from the dose series; inactive means the rest, 99 in 100 with activation fold below about 1.6; further: many of its hits are not listed in these tables
# PhoP inhibition = inhibitors of PhoP regulon expression, primary screen, Salmonella Typhimurium, GFP reporter (AID 1863). one-dose inhibition, % at 50 µM; IC50 in µM for titrated hits. 300,000 compounds, 0.16% hits. S. Typhimurium PhoP-regulated promoter GFP reporter, 4 h; higher % means a stronger effect;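 active means inhibition over 29.93%, a cutoff 3 SD above the screen mean, later confirmed by dose response; inconclusive means inhibition over 29.93% but no dose response follow-up; inactive means inhibition at most 29.93% or unconfirmed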;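 further: 0% = low Mg2+ inducing control and 100% = high Mg2+ repressing control; strong numbers were not always called active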
# PMI inhibitors = inhibitors of human PMI, primary screen, biochemical, fluorescence intensity, coupled assay (AID 1209); Mannose-6-phosphate isomerase (Homo sapiens); inhibition, % at 20 µM, or IC50 in µM where a hit was titrated; purified PMI enzyme, coupled fluorescence intensity; higher % means a stronger effect; 190,000 compounds, 0.42% hits;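 further: plate controls were DMSO vehicle for no effect and wells lacking substrate for full effect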
# ER stress rescue = rescue of cells from ER stress-induced death, primary screen, 384-well, CSM14.1, thapsigargin, ATP luminescence (AID 1222); CSM14.1 thapsigargin-induced death rescue, ATP luminescence; higher % means a stronger effect; 190,000 tested, under 10 active; cellular ATP content (survival), % at 20 µM; hits with a dose series show EC50 in µM;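 active means EC50 below 50 µM in the dose-response confirmation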;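 further: death triggered by thapsigargin at about 15 µM added after 2 h compound pretreatment; cell ATP read after overnight thapsigargin exposure of roughly 18 to 22 hours; normalized against plate controls of thapsigargin alone and 5% DMSO vehicle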
# West Nile virus CPE = West Nile virus antiviral activity, cell-based, CPE readout (AID 1621) | West Nile virus-infected cells, CPE inhibition; higher % means a stronger effect | CPE inhibition, % at 10 µM, or IC50 in µM where a hit was titrated | 290,000 compounds, 0.02% hits; in the data active means a potency from the dose series; inconclusive means CPE inhibition mostly from about 3.7% at the one dose, without a potency; inactive means the rest, 99 in 100 with CPE inhibition below about 2.2%; further: strong numbers were not always called active
# Insulin prom up cell count = second read-out of Insulin prom up, no call of its own (marks repeat the call); cell count; measured here: cytotoxicity, nuclei count;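 total cells summed across four imaged fields per well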
# * = called active by the depositor; ? = inconclusive; / = no result given. Unless noted, no stated cut-off is given here; in the data, active means inhibition above about 50%; inactive means the rest.
SMILES,SV40 large T antigen,RSV CPE inhibition,PMI inhibition,Insulin prom up,Insulin prom up cell count,TNAP activation fold,PhoP inhibition,PMI inhibitors,ER stress rescue,West Nile virus CPE
c1cc(N2CCCC2)ccc1C(c1nnnn1C1CCCCC1)N1CCOCC1 (centres undefined),10%,1.2%,18%,0.28,1016,1.1,5%,9%,-0.6%,-1.0%
Cc1ccc(SC(C)C(=O)Nc2c(C)n(C)n(-c3ccccc3)c2=O)cc1 (centres undefined),19%,2.8%,-4%,1,793,1,-6%,2%,-1.6%,-0.6%
COc1cccc(C(=O)NCC(=O)OCC(=O)C(C)(C)C)c1,0%,2.1%,9%,-0.39,1440,1.1,-4%,11%,-1.8%,-0.2%
CCNC(=S)N(CCc1ccc(S(N)(=O)=O)cc1)C1CC(=O)N(c2ccccc2)C1=O (centres undefined),2%,4.1%,7%,-1.2,1457,1,4%,9%,-1.2%,-0.5%
COc1ccc2oc(C(=O)OCC(=O)N(CCC#N)c3ccccc3)c(C)c2c1,11%,8.4%,/,/,/,/,12%,/,/,-1.6%
CCOCCCNC(=O)/C(C#N)=C/c1cc(C)c(O)c(C)c1,26%,1.6%,16%,0.65,1546,0.9,2%,0%,0.3%,-0.8%
COc1ccc2c(c1OC)C(=O)N1c3ccccc3COC21 (centres undefined),0%,3.6%,-2%,-0.03,1506,1.2,1%,11%,-4.8%,0.1%
COCCCN1CN=C(Nc2nc3ccccc3o2)NC1,12%,-0.6%,-3%,1.4,1595,1,-1%,-6%,-1.9%,0.5%
CCOc1ccccc1NC(=O)c1ccc(C(=O)Nc2ccccc2OCC)nc1,14%,-0.3%,/,/,/,/,0%,/,/,-0.5%
c1ccc(Cn2nnc(-c3ccccc3)n2)cc1,7%,0.1%,-8%,-0.48,1144,1.1,0%,-4%,1.0%,1.6%
CCOC(=O)c1ccccc1NC(=O)/C=C/C(=O)O,8%,1.0%,-22%,-0.5,1373,1,-13%,-18%,-2.5%,-0.5%
CCCNc1nc(N)nc(-c2cc(Cl)ccc2OC)n1,1%,-0.1%,6%,/,/,1.1,1%,6%,-2.8%,0.3%
Cc1cccc2cc(CN(Cc3cccnc3)C(=S)NCCCN(C)C)c(=O)[nH]c12,8%,0.1%,/,0.26,1460,1,1%,/,-1.6%,-0.2%
COc1cccc2c1NC(C(=O)O)C1CC=CC21 (centres undefined),42µM*,1.3%,-36%,0.01,1337,0.9,7%,-22%,0.3%,-0.2%
COc1ccc(NC(=S)NNc2ccc(S(=O)(=O)Nc3ccccc3C(=O)O)cc2[N+](=O)[O-])cc1,?,0.3%,/,0.18,1100,/,-5%,/,/,-0.2%
CCC(=O)N1CCc2cc(Br)cc(S(=O)(=O)N3CCC(C(=O)NCCCOC(C)C)CC3)c21,-2%,11%,/,/,/,/,7%,/,/,0.0%
O=C(Nn1c(-c2ccncc2)nc2ccccc2c1=O)c1ccc(Br)cc1,11%,-2.1%,-6%,0.41,1226,1.1,-6%,-9%,-0.7%,0.9%
CN(C)/C=C/C(=O)c1ccc(Cl)s1,11%,0.2%,12%,/,/,1.1,0%,10%,1.5%,-0.3%
CCOc1cccc(/C(O)=C2/C(=O)C(=O)N(CCOC)C2c2ccc(C)o2)c1 (centres undefined),0%,1.9%,-21%,/,/,1,-2%,-22%,-1.4%,1.6%
CCCCOc1ccc(-c2nnc(N)s2)cc1,9%,1.2%,5%,0.64,1342,1.1,2%,2%,8.0%,-0.1%
CCCCNC(=O)N(O)C1N(CCCC)C(=O)N(CC(=O)OC)C1(C)C (centres undefined),0%,2.4%,1%,/,/,1,-5%,2%,-0.8%,-0.5%
Cc1ccccc1-n1ncc2c1CC(C)(C)CC2NC(=O)CCN1Cc2ccccc2C1=O (centres undefined),11%,0.6%,/,/,/,/,-8%,/,/,-0.1%
CC(C)OCCCNC(=O)C(NC(=O)c1ccc(Cl)cc1)C(C)C (centres undefined),5%,-0.1%,0%,-0.27,1121,1.1,-5%,-10%,-0.7%,-1.3%
CCOC(=O)C1CCCN(C(=O)c2cc(Cl)ccc2NC(=O)C2=C(C)OCCS2)C1 (centres undefined),7%,0.4%,/,/,/,/,-4%,/,/,0.5%
Cc1noc(NS(=O)(=O)c2ccc(NC(=O)C34CCC(CC3)C4)cc2)c1C,9%,2.5%,-9%,-1,1551,1,11%,-17%,-1.6%,0.9%

# 5 records picked at random from the list so far, as already listed:
SMILES,SV40 large T antigen,RSV CPE inhibition,PMI inhibition,Insulin prom up,Insulin prom up cell count,TNAP activation fold,PhoP inhibition,PMI inhibitors,ER stress rescue,West Nile virus CPE
CCOc1cccc(/C(O)=C2/C(=O)C(=O)N(CCOC)C2c2ccc(C)o2)c1 (centres undefined),0%,1.9%,-21%,/,/,1,-2%,-22%,-1.4%,1.6%
c1ccc(Cn2nnc(-c3ccccc3)n2)cc1,7%,0.1%,-8%,-0.48,1144,1.1,0%,-4%,1.0%,1.6%
CN(C)/C=C/C(=O)c1ccc(Cl)s1,11%,0.2%,12%,/,/,1.1,0%,10%,1.5%,-0.3%
COc1cccc(C(=O)NCC(=O)OCC(=O)C(C)(C)C)c1,0%,2.1%,9%,-0.39,1440,1.1,-4%,11%,-1.8%,-0.2%
CCOC(=O)c1ccccc1NC(=O)/C=C/C(=O)O,8%,1.0%,-22%,-0.5,1373,1,-13%,-18%,-2.5%,-0.5%

# The listing picks up with the two entries that preceded the break.
SMILES,SV40 large T antigen,RSV CPE inhibition,PMI inhibition,Insulin prom up,Insulin prom up cell count,TNAP activation fold,PhoP inhibition,PMI inhibitors,ER stress rescue,West Nile virus CPE
CCOC(=O)C1CCCN(C(=O)c2cc(Cl)ccc2NC(=O)C2=C(C)OCCS2)C1 (centres undefined),7%,0.4%,/,/,/,/,-4%,/,/,0.5%
Cc1noc(NS(=O)(=O)c2ccc(NC(=O)C34CCC(CC3)C4)cc2)c1C,9%,2.5%,-9%,-1,1551,1,11%,-17%,-1.6%,0.9%
C=CCSC1=C(C#N)C(c2ccc(C(C)C)cc2)CC(=O)N1 (centres undefined),-3%,-0.2%,48%,0.25,1078,1.2,4%,13%,2.2%,0.4%
Cc1cc(-c2ccc(/C=N/n3cnnc3)o2)c([N+](=O)[O-])cc1C,7%,4.5%,49%,0.73,1514,1.1,6%,18%,-1.0%,-0.2%
COc1ccccc1C(c1nnnn1Cc1ccccc1)N1CCC(C(N)=O)CC1 (centres undefined),20%,1.3%,-13%,/,/,1.3,4%,-11%,-1.6%,-0.8%
COCCCN1C(=O)C(=O)/C(=C(/O)c2ccccc2)C1c1ccc2c(c1)OCO2 (centres undefined),8%,-1.5%,-10%,-0.23,1560,1.2,-10%,-6%,-0.4%,-0.5%
CN1/C(=c2/s/c(=C3/C(=O)N(c4ccccc4)NC3=Nc3ccccc3)n(C)c2=O)C(C)(C)c2ccccc21,-2%,10%,19%,0.42,1718,0.7,15%,26%,2.7%,0.0%
Cc1ccc(Nc2ccccc2N)cc1,?,-0.2%,-8%,-2.4,1335,1.1,0%,-9%,-0.3%,-1.1%
CCOC(=O)c1cc2c(C)n(-c3ccc(OCC)cc3)c(C)c2cc(C(=O)OCC)c1=O,13%,2.3%,-21%,0.15,1476,1.1,-8%,-16%,1.4%,-0.5%
CC1=NN(c2ccccc2)C(=O)C1C=Nc1ccccc1O (centres undefined),12%,0.4%,/,-0.26,1317,/,-9%,/,/,0.0%
COc1ccccc1Nc1nc(-c2cccc([N+](=O)[O-])c2)nc2ccccc12,-9%,2.5%,11%,-0.17,1484,1.1,10%,16%,5.7%,0.6%
COc1ccc(C(=O)N[C@H](C(=O)Nc2sccc2C(N)=O)C(C)C)cc1,4%,2.2%,/,/,/,/,2%,/,/,-1.1%
CCCCOc1ccc(S(=O)(=O)Nc2cccnc2)cc1,11%,-0.9%,10%,-0.58,1473,1,-14%,7%,-1.3%,-1.0%
CC(=O)Nc1ccc2c3c(cccc13)C(=O)N(c1ccccc1)C2=O,17%,1.2%,-6%,0.61,1103,1.2,4%,-4%,-0.5%,0.2%
Cc1ccccc1C(=NC(=O)c1ccccc1)c1ccccc1,7%,3.4%,2%,-0.49,1623,1.1,3%,6%,-1.1%,0.2%
CCn1c(CNC(=O)C23CC4CC(CC(C4)C2)C3)nnc1SC,3%,0.6%,-6%,-0.15,1314,1,1%,-13%,/,-0.5%
Nc1ccc(NC(=O)c2ccccc2)c2c1C(=O)c1ccccc1C2=O,7%,0.8%,10%,/,/,0.8,-11%,0%,2.1%,0.2%
C[C@@H](C(=O)N[C@H](C(=O)O)c1ccccc1)n1nnc2ccccc2c1=O,10%,0.8%,2%,0.1,1270,1,-1%,-8%,-0.3%,0.5%
Cc1ccc(NS(=O)(=O)c2ccc(OCC(=O)N3CCOCC3)cc2)cc1,8%,13%,0%,/,/,1,-11%,3%,4.0%,-0.6%
Cc1ccccc1Cn1c(C)nc2ccc([N+](=O)[O-])cc2c1=O,1%,?,/,/,/,/,-11%,/,/,-0.5%
CCOc1cccc(=O)c2c(C)n(CC3CCCO3)c(C)c12 (centres undefined),28%,0.9%,28%,-1.1,1223,1.1,-7%,2%,-1.7%,0.4%
CCOc1ccccc1C(=O)N1CCN(c2ccc(C(F)(F)F)cn2)CC1,7%,10%,10%,-0.52,1342,1,6%,10%,3.7%,-0.8%
CCN1CCN(CC(O)COc2ccc3c(C)cc(=O)oc3c2)CC1 (centres undefined),14%,-0.1%,2%,0.66,1274,1.1,-5%,0%,-0.5%,0.2%
Cc1ccc(C)n1-c1ccc(N2CCOCC2)cc1,12%,1.0%,25%,0.59,1423,1,5%,30%,-4.3%,0.5%
CCOc1ccc(S(=O)(=O)N(CCO)CCO)cc1-c1nc2c(C(C)(C)C)nn(C)c2c(=O)[nH]1,-2%,-2.0%,6%,-1.3,1019,1.1,7%,12%,-0.7%,0.5%
O=C(CCC1CCCCC1)Nc1nccs1,3%,3.6%,6%,-0.2,1488,1.1,7%,10%,1.8%,-0.6%
COc1ccc(-c2nc(CS(=O)CC(=O)NCCC3=CCCCC3)c(C)o2)cc1 (centres undefined),8%,-0.1%,4%,1.2,975,1.1,10%,-5%,-0.3%,-0.2%
O=NN1CCN(c2ccncc2S(=O)(=O)N2CCCCC2)CC1,12%,1.3%,/,/,/,/,-4%,/,/,-0.3%
N/C(=N\OC(=O)c1ccc2ccccc2c1)c1ccccc1Cl,24%,-1.6%,/,/,/,/,-7%,/,/,-1.8%
COc1ccc(-c2nnc(SCC(=O)O)n2Cc2ccccc2)cc1,3%,1.1%,/,/,/,/,-7%,/,/,0.1%
Cc1ccc(OS(=O)Nc2cccc3nccnc23)cc1 (centres undefined),5%,-0.2%,6%,-0.72,827,1,12%,7%,-1.1%,-0.2%
Cc1csc2nc(CNC(=O)C3CCCCC3)cn12,4%,1.3%,1%,-0.15,1798,1.1,1%,4%,-2.4%,1.0%
